# CIT2-GFP yeast: yeast TOR pathway CIT2-GFP modulation; S. cerevisiae CIT2-GFP strain, flow cytometry, 3 h; 100 means same as DMSO wells; 0.065% of 320,000 active; GFP response vs DMSO, % at 10 µM;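 active means GFP response relative to DMSO above a set limit, near the screen mean plus 3 SD, cut at about 150% in these data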;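 further: ratio of well median GFP fluorescence to mean of DMSO wells on the plate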
# AGP1 TOR yeast: modulators of TOR pathway AGP1-GFP in S. cerevisiae; S. cerevisiae AGP1-GFP multiplex flow cytometry, 3 h; GFP as percent of DMSO wells; GFP response vs DMSO, % at 10 µM; 0.02% of 320,000 active; AID 2066;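 active means GFP response relative to DMSO above a set limit, near screen average plus 3 SD, cut at about 150% in these data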;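 further: median GFP channel fluorescence of the gated AGP1 strain per well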
# Bcl-xL primary: Bcl-xL (human) inhibition; 0.7% of 320,000 active; Q07817; inhibition, % at 10.9 µM; GST-Bcl-xL / FITC-Bim BH3 peptide fluorescence polarization;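 active means inhibition above the mean of all tested compounds plus 3 SD, cutoff set per campaign, cut at about 30% in these data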;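 further: 0% = DMSO wells and 100% = unlabeled Bim-BH3 peptide competitor; inhibitors lower millipolarization by displacing the labeled peptide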
# MEX-5 binding: C. elegans MEX-5 TCR-2 RNA binding activity | MEX-5/FITC-TCR2 RNA binding, fluorescence polarization; active compounds read low | 0.38% of 300,000 active | activity score (negative = inhibition of binding), % at 10 µM | AID 1832 | Q9XUB2;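 active means inhibition past about -25% in most replicates, and total fluorescence under double the plate's negative control median, limit read from the data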;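 further: 0% = DMSO and -100% = 5 µM competing unlabeled TCR2 RNA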
# VLA-4 inh: inhibition in a human VLA-4 binding assay; AID 2557; 0.2% of 330,000 active; inhibition, % (about 7 µM as worked out from the volumes in the protocol); VLA-4 expressing cells, ligand binding flow cytometry; P13612; in the data active means inhibition above about 50%
# GRK2 aptamer HTS: blocks RNA aptamer binding to human GRK2; AID 488847; inhibition of aptamer binding, % at 10 µM; bead flow cytometry, FAM-aptamer displacement from GRK2; 0.59% of 330,000 active; P25098;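 active means inhibition of aptamer binding above 40%, roughly 3 SD of noise, on plates passing a quality check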;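 further: median bead fluorescence of bound FAM aptamer so fluorescent compounds give negative values; no value below 0 was filed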
# Target sequence (P25098 whole entry, looked up): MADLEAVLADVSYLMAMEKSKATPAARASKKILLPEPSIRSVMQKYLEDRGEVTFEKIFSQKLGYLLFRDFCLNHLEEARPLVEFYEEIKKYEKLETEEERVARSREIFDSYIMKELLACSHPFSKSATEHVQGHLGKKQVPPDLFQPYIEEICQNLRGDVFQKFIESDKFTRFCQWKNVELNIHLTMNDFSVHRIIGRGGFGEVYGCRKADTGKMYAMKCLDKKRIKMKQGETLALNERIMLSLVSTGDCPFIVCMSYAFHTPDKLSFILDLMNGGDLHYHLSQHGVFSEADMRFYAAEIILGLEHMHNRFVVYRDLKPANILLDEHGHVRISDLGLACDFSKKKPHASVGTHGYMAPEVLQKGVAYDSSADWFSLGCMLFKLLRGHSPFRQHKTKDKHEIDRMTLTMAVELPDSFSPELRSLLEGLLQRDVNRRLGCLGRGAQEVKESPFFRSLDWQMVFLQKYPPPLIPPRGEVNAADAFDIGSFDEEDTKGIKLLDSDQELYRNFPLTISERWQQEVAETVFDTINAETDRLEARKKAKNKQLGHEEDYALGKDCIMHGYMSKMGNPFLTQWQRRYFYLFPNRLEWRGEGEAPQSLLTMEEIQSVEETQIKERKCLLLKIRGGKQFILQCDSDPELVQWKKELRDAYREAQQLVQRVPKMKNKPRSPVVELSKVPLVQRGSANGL
# CR mimetic SO: yeast age-related superoxide inhibition as caloric restriction mimetic; S. cerevisiae aged cells, superoxide DHE fluorescence; active compounds read low; superoxide response (% of plate mean), % at 10 µM; 0.18% of 330,000 active;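 active means superoxide response under a set limit, about three screen SD below normal, cut at about 65% in these data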;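 further: yeast aged for seven days with compound at 30 °C before DHE staining; 100% = average MFI of all compound-treated wells on the plate with controls excluded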
# GLD-1 RNA inh: GLD-1-TGE RNA interaction inhibition (C. elegans); purified GLD-1 + fluorescein TGE RNA, fluorescence polarization; 0.44% of 320,000 active; inhibition, % at 5.96 µM; Q17339;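 active means percent inhibition above a per-plate cutoff, the plate mean of test compounds plus 3 SD, cut at about 30% in these data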;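 further: 0% = DMSO wells with GLD-1 and probe and 100% = wells lacking GLD-1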
# MCL1-BIM inh: inhibitors of human MCL1 binding to BIM-BH3 peptide. Q07820. GST-MCL1 / FITC-Bim-BH3 fluorescence polarization. inhibition, % at 10.9 µM. 0.68% of 320,000 active;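 active means inhibition above the mean inhibition of all tested compounds plus 3 SD, set per campaign, cut at about 40% in these data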;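 further: 0% = DMSO wells and 100% = unlabeled Bim-BH3 peptide control; higher means more loss of mP so more displacement of Bim peptide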
# Target sequence (Q07820 whole entry, looked up): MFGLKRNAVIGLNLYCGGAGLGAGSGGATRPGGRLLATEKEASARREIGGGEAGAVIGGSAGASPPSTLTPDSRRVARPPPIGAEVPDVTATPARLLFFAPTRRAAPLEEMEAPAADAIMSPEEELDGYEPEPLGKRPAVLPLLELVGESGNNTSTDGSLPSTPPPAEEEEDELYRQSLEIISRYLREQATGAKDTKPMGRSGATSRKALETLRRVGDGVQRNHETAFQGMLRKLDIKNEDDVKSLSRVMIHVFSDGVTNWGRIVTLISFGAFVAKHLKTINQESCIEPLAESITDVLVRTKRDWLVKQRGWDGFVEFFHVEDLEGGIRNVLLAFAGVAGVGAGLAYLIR
# Starred values were filed as active, the others as inactive; · = no result given.
# Value order: CIT2-GFP yeast	MCL1-BIM inh	GLD-1 RNA inh	MEX-5 binding	VLA-4 inh	Bcl-xL primary	GRK2 aptamer HTS	AGP1 TOR yeast	CR mimetic SO
COc1cc(/C=C/c2[nH]c(=O)[nH]c(=O)c2[N+](=O)[O-])cc(OC)c1O
 : 109.8	·	·	-0.9	5.3	·	1.0	106.4	103.5
O=C1Nc2c(c(=O)[nH]c(=O)n2Cc2ccccc2)C1(NS(=O)(=O)c1ccccc1)C(F)(F)F (centres undefined)
 : 95.5	-0.4	-2.9	0.6	-29.7	2.7	1.0	100.4	98.9
COc1ccccc1C(=O)Nc1ccc2c(c1)C(=O)NC2=O
 : 100.5	-3.2	1.3	-2.5	-12.4	5.0	0.0	104.0	84.4
O=C(CCNC(=O)c1ccc(Cl)cc1)NCc1ccco1
 : 114.8	·	4.2	·	5.0	·	0.0	105.3	96.3
Cc1cccc(CNC(=O)CCCn2nc(C)c3c(C)n(-c4ccccc4)nc3c2=O)c1
 : 95.3	-0.2	-4.7	·	-1.8	2.3	1.0	99.2	95.9
COc1cc(OC)cc(C(=O)Nc2ccc(N3CCN(C(=O)c4cccs4)CC3)cc2)c1
 : 91.2	4.1	4.4	2.5	6.0	-3.1	4.0	102.7	95.9
CCOc1ncccc1C(=O)Nc1cccc(Cl)c1Cl
 : 94.8	2.5	-2.0	0.8	-4.2	-4.4	4.0	93.8	102.6
O=C(CCC1CCCN(C(=O)c2cccc(F)c2)C1)N1CCN(c2ccccn2)CC1 (centres undefined)
 : 104.0	-7.8	-3.5	-1.2	-2.4	-6.2	0.0	97.7	115.4
CC1(C)NC(=O)N(CCOc2cccc(Cl)c2Cl)C1=O
 : 101.8	8.2	0.9	-0.6	5.0	1.3	0.0	99.4	77.9
O=C(N/N=C/c1ccc(N2CCCCC2)o1)C(O)(c1ccccc1)c1ccccc1
 : 103.0	-19.9	-19.6	2.2	0.5	1.4	1.0	98.3	99.8
Cc1ncc(C23CC4CC(CC(C4)C2)C3)[nH]1
 : 94.3	-4.2	1.9	3.1	12.0	-2.4	0.0	104.6	90.2
NS(=O)(=O)c1cccc(NC(=O)CSc2ncc(C(F)(F)F)cc2Cl)c1
 : 99.8	2.6	-0.6	0.9	4.6	6.6	2.0	99.7	102.1
O=C1Nc2ccccc2C1=O
 : 87.6	2.4	5.8	-0.7	4.3	3.5	0.0	82.0	77.2
CCCc1c(C)[nH]c2nc3ccccc3n2c1=O
 : 95.3	3.0	0.0	2.2	21.0	5.8	0.0	101.5	95.5
Cc1ccc([N+](=O)[O-])cc1NC(=O)C(C)Sc1nnc(C)n1CC1CCCO1 (centres undefined)
 : 101.4	-1.5	10.8	-0.3	12.8	2.0	1.0	104.7	101.1
COc1ccc(-c2nn(-c3ccccc3)cc2/C=C(\CC(=O)O)c2nc3ccccc3s2)cc1OC
 : 95.1	-0.4	-6.6	3.3	3.5	2.9	1.0	105.7	109.3
CCOC(=O)Cn1c(=O)oc2cc(S(=O)(=O)NCc3ccccn3)ccc21
 : 100.3	-2.4	2.5	3.1	-53.9	-1.0	0.0	99.9	95.2
CCC(C)NS(=O)(=O)c1ccc(NS(C)(=O)=O)cc1 (centres undefined)
 : 103.4	1.8	-2.4	-1.5	14.3	9.9	5.0	109.7	103.5
CCc1cc2c(COC(=O)c3c(C)noc3C)cc(=O)oc2cc1O
 : 95.7	5.5	0.9	1.5	2.9	10.4	0.0	113.5	105.2
O=C(NCc1ccco1)C(c1cccs1)N(Cc1ccccc1)C(=O)Cn1nnc2ccccc21 (centres undefined)
 : 105.3	0.8	5.3	4.3	6.0	4.4	1.0	114.7	101.9
Cn1c(SCCOc2ccc(F)cc2)nnc1-c1ccncc1
 : 107.7	-2.1	-3.7	0.7	6.1	-1.4	6.0	109.1	109.9
CCOC(=O)c1sc(N)c(C(=O)OC)c1C
 : 96.1	-4.6	3.7	-0.5	-0.4	1.7	0.0	106.2	88.3
Cc1ccc(S(=O)(=O)CCC(=O)OCC(=O)N(Cc2ccccc2)C(C)C)cc1
 : 110.2	0.9	9.6	3.3	8.9	4.8	0.0	110.0	102.3
Cc1cc(Oc2ccc(OCC(N)=O)nn2)nc(Cl)n1
 : 94.7	6.4	-1.3	2.9	4.0	6.0	1.0	·	97.5
CCCc1ccc(C(=O)/C=C/N(C)C)cc1
 : 84.3	-2.8	-2.2	2.2	6.1	-6.3	4.0	88.7	80.2
COc1ccc(CNc2nc(-c3cccnc3)nn2C(=O)c2cccs2)cc1
 : 66.4	6.8	-0.4	1.7	-6.5	2.0	0.0	79.1	103.8
Cc1cccc2cc3c(N)c(C#N)sc3nc12
 : 86.6	30.3	1.3	-3.6	8.1	34.8*	1.0	92.5	117.5
COc1ccc(C2N3CC4(C)CN2CC(C)(C3)C4)cc1OC (centres undefined)
 : 95.8	-6.1	0.8	0.0	-18.9	-3.3	1.0	98.6	115.9
Cc1ccc(S(=O)(=O)NC(CC(=O)O)c2ccccc2)c(C)c1 (centres undefined)
 : 94.6	3.6	-0.6	0.6	10.8	2.8	3.0	102.5	107.2
CC(=O)c1cccc(NC(=O)Cn2nc(-c3ccccc3Cl)ccc2=O)c1
 : 101.4	4.8	-1.6	1.8	11.9	8.1	2.0	99.0	100.8

# Reprinted from the part before: 3 compounds; new compounds follow.
# Value order: CIT2-GFP yeast	MCL1-BIM inh	GLD-1 RNA inh	MEX-5 binding	VLA-4 inh	Bcl-xL primary	GRK2 aptamer HTS	AGP1 TOR yeast	CR mimetic SO
COc1ccc(C2N3CC4(C)CN2CC(C)(C3)C4)cc1OC (centres undefined)
 : 95.8	-6.1	0.8	0.0	-18.9	-3.3	1.0	98.6	115.9
Cc1ccc(S(=O)(=O)NC(CC(=O)O)c2ccccc2)c(C)c1 (centres undefined)
 : 94.6	3.6	-0.6	0.6	10.8	2.8	3.0	102.5	107.2
CC(=O)c1cccc(NC(=O)Cn2nc(-c3ccccc3Cl)ccc2=O)c1
 : 101.4	4.8	-1.6	1.8	11.9	8.1	2.0	99.0	100.8
CCOCCCNc1nc(=S)[nH]c2cc(OC)c(OC)cc12
 : 109.1	7.9	0.4	-4.9	-0.8	14.1	0.0	104.0	109.8
O=C1CSC(c2cccs2)N1c1ccccc1 (centres undefined)
 : 91.6	1.5	3.4	2.4	22.5	-0.9	2.0	93.5	101.1
Cc1nn(-c2ccccc2)c2c1C(c1ccco1)C(C#N)=C(N)O2 (centres undefined)
 : 93.5	-0.3	-4.3	-4.6	·	3.9	0.0	96.8	100.4
CCOc1ccc(-n2c(=S)sc3c(=O)n(-c4ccccc4)c(SCC(=O)O)nc32)cc1
 : 99.9	1.8	-4.7	0.9	1.7	2.0	0.0	98.5	95.5
OC1(c2ccccc2)CCN(Cc2ccccc2)CC1
 : 99.9	0.0	-2.6	1.0	23.0	4.2	1.0	103.0	95.4
CCn1cc(C2CC(=O)NC2=O)c2ccccc21 (centres undefined)
 : 97.6	-0.9	-3.7	2.8	-5.4	1.3	1.0	101.6	101.6
CC1(C)C[C@H]2C3=CCC4[C@@]5(C)CC[C@H](O)[C@](C)(CO)C5CC[C@@]4(C)[C@]3(C)C[C@H]3O[C@@H]1[C@H](O)[C@]32CO (some centres undefined)
 : 95.2	1.0	2.4	·	21.0	8.4	24.0	97.8	86.9
CCN1CCN(Cc2c(O)ccc3c(=O)c(-c4ccccc4OC)coc23)CC1
 : 92.8	1.7	5.2	-1.6	2.6	0.9	0.0	100.8	96.6
Cc1ccc(O)c(NS(=O)(=O)c2cccc3nsnc23)c1
 : 100.4	1.3	0.1	2.8	11.0	5.7	2.0	95.1	91.3
CCN(Cc1cccs1)C(=O)CN1C(=O)NC(c2ccccc2)(c2ccccc2)C1=O
 : 95.1	-10.6	2.7	·	1.2	-6.3	1.0	92.6	127.1
Cc1cc(C(=O)Nc2ccccc2C)n(-c2ccccc2)n1
 : 103.2	-1.7	6.2	-1.1	24.1	4.3	0.0	96.7	98.5
O=C(O)c1ccccc1N/N=C\c1ccnc2ccccc12
 : 96.3	1.1	-6.9	-0.6	-0.6	8.3	6.0	104.4	106.5
COc1ccc(-c2nn(-c3ccccc3)cc2/C=C(/C#N)C(N)=O)cc1[N+](=O)[O-]
 : 113.3	9.0	1.7	-2.3	-7.6	2.2	1.0	104.8	103.8
CCCCOC(=O)Cn1cnc2ccc(Br)cc2c1=O
 : 93.4	0.6	-1.8	1.8	7.8	2.0	0.0	95.8	101.7
COCc1cc(C)nc(OCC(=O)N/N=C/c2ccc(C)o2)c1C#N
 : 111.3	10.8	8.8	1.7	11.2	11.9	13.0	104.9	114.3
Cc1ccccc1CC1(CO)CCCN(Cc2ccc(C#CC(C)(C)O)cc2)C1 (centres undefined)
 : 99.7	4.9	-3.6	0.8	3.4	6.2	0.0	101.1	88.5
CCn1c(SCC(=O)Nc2sc3c(c2C#N)CCC(C(C)(C)C)C3)nnc1-c1ccco1 (centres undefined)
 : 111.2	-4.9	-0.5	-4.5	-24.0	-1.9	3.0	104.0	90.0
COc1ccc(CCn2c(C)cc(C(=O)CSc3nc(N)cc(=O)[nH]3)c2C)cc1
 : 107.0	9.7	1.3	0.3	-21.0	2.6	0.0	·	87.5
CC[C@@]1(C(=O)OC)N[C@H](CN(C)C(=O)COc2ccccc2)[C@@H]2C(=O)N(Cc3ccccc3)C(=O)[C@@H]21
 : 96.6	·	2.9	·	24.8	·	3.0	106.5	108.8
CCCN(CCC)Cc1cc(=O)oc2cc3c(cc12)CCC3
 : 105.4	0.3	2.1	3.3	1.3	0.1	·	111.6	94.2
CN(C)S(=O)(=O)N1CCN(CC(O)COc2ccc3cc(Br)ccc3c2)CC1 (centres undefined)
 : 95.1	1.3	1.2	-1.9	14.4	4.2	0.0	101.6	106.9
c1ccc(CCN2CCN=C2Nc2ccccc2)cc1
 : 68.5	-3.2	4.5	2.2	40.4	4.2	1.0	82.8	113.6
COC(=O)c1c(NC(=O)c2nc3ccccc3s2)sc2c1CC(C)(C)NC2(C)C
 : 81.1	2.5	-3.4	-6.6	22.5	3.5	0.0	98.5	111.9
Cc1c(NC(=O)COC(=O)c2ccccc2Cl)c(=O)n(-c2ccccc2)n1C
 : 89.0	0.6	1.8	-0.5	6.0	-2.9	0.0	109.1	88.5
COc1ccc(NC(=O)CN(C)C(=O)c2cn(-c3ccccc3)nc2-c2ccc(F)cc2)cc1
 : 88.8	-0.2	2.9	·	4.3	2.7	0.0	92.5	117.0
CCOC(=O)C1CCN(S(=O)(=O)c2ccc(C)cc2)CC1
 : 87.5	-2.6	2.3	0.6	19.8	-1.2	1.0	106.5	114.0
O=C1CC(c2ccc3c(c2)OCO3)Sc2nc3ccccc3n21 (centres undefined)
 : 84.7	-11.0	-4.8	0.3	3.3	-10.7	2.0	86.6	108.4
CCc1nc(CNC(=O)C2CCC(=O)N(CCc3ccc(OC)cc3)C2)cs1 (centres undefined)
 : 103.9	1.7	3.4	-1.7	4.5	5.6	4.0	100.8	85.8
COC(=O)C1(C(F)(F)F)C2C=CC(C2)N1S(=O)(=O)c1ccc(C)cc1 (centres undefined)
 : 107.5	0.5	3.9	1.0	-6.7	0.8	3.0	106.8	98.0
O=C(c1cn(-c2ccccc2)nc1-c1cccs1)N(CCO)Cc1ccccc1
 : 88.6	-10.2	3.2	-1.5	-1.9	0.7	0.0	99.3	104.5

# Assay outcomes: PubChem BioAssay, several laboratories
